NIH3T3 tox = Cytotoxic Profiling in NIH 3T3 Cell Line of Diverse Libraries Using Quantitative High-Throughput Screening; NIH 3T3 viability, CellTiter-Glo ATP luminescence, 48-72 h; actives 4.3% (n = 94,000); Potency, µM (doses to about 96.7 µM), inactives show at the highest dose activity change, negative = cytotoxicity, hits mostly inhibitors; note: potency is the fitted concentration of half-maximal effect; nearly all actives have a fitted effect of over 55% in size
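Mouse fibroblast NIH 3T3 cells, 400 per well, received compound via pintool and were incubated for 48 or 72 hr prior to CellTiter-Glo ATP luminescence measurement.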
GPT2 inh = Primary qHTS assay for inhibitors of Glutamate pyruvate transaminase 2 (GPT2). Recombinant GPT2, coupled pyruvate oxidase/HRP Amplex Red fluorescence. Potency, µM (titrated, usually from 57.7 µM), for inactives: at the highest dose activity change, negative = inhibition, hits mostly inhibitors. actives 0.25% (n = 100,000). AID 1671188, 2021; note: potency is the fitted concentration of half-maximal effect; nearly all actives have a fitted effect of over 60% in size; many of its hits are not listed in these tables
Target sequence (Q8TD30 whole entry, looked up): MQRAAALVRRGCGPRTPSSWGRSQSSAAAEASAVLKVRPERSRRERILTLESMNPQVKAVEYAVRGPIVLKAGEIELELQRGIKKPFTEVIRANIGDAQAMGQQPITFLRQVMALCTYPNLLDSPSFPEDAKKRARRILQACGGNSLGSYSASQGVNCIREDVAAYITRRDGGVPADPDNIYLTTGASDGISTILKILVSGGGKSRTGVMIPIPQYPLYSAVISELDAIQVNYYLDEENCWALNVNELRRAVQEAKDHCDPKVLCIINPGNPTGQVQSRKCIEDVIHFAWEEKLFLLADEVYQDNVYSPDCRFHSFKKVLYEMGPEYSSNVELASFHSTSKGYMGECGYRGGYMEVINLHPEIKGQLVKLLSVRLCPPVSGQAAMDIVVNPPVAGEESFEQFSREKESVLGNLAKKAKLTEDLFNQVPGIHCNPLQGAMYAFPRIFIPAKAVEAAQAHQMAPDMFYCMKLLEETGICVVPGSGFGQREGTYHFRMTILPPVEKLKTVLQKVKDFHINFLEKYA
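Recombinant GPT2 (10ng/uL) with 250uM a-KG and 2mM L-alanine, 30 min at room temperature, in HEPES pH 7.5 buffer. Pyruvate detected by pyruvate oxidase/HRP/Amplex Red fluorescence after 30 min in the dark; AOA (50uM) as positive control.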
IP6K1 inhibitor = Primary qHTS assay for small molecule inhibitors of Inositol hexaphosphate kinase 1 (IP6K1); IP6K1 kinase, ADP-Glo luminescence, 2 h; stronger effect = lower value; activity change, % (series mostly up to about 58 µM); actives 0.81% (n = 140,000); AID 1645851, 2021; in the data active = activity change below about -25%
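ADP-Glo luminescence measures ADP made by human IP6K1 during a 2 h RT reaction with ATP/IP6 (mix at 1.3 mM/130 uM); top library doses 57.5 and 19.1 uM final.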
Luciferase inh = Firefly luciferase inhibition profiling of diverse chemical library using quantitative high-throughput screening | Luciferin 4-monooxygenase (Photinus pyralis), P08659 | purified P. pyralis luciferase, luminescence, biochemical | Potency, µM (series often up to 115 µM), for inactives: at the top dose activity change, negative = inhibition, usual class: inhibitors | actives 2.5% (n = 76,000) | AID 1347043, 2019; note: potency is the fitted concentration of half-maximal effect; nearly all actives have a fitted effect of over 65% in size
Target sequence (P08659 whole entry, looked up): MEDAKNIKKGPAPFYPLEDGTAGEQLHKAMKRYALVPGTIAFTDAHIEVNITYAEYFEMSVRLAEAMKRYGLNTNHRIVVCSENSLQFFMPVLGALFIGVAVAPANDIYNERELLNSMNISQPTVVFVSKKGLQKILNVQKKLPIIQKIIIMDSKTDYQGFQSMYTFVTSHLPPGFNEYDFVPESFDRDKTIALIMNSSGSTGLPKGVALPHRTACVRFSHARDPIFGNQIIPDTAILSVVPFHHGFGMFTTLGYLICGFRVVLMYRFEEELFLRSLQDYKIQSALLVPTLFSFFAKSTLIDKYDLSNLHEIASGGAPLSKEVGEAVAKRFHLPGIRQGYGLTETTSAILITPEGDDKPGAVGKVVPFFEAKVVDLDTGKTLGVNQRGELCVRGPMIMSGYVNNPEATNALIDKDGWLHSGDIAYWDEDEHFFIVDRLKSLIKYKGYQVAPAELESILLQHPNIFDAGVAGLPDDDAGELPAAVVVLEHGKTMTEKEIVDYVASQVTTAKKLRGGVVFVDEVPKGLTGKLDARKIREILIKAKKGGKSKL
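Cell-free enzyme assay, 10nM P. pyralis luciferase, luciferin and ATP each at 10uM. Inhibition profiled over a 6-point titration, read as luminescence.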
SNCA viab count = GF-AFC viability counterscreen for inhibitors of alpha-synuclein gene (SNCA) expression; Potency, µM (top dose mostly 57.1 µM), without a hit: at the top dose activity change, negative = cytotoxicity, hits mostly cytotoxic; actives 0.12% (n = 150,000); HEK-293-SNCA-luc viability, GF-AFC fluorescence, 24 h;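 note: potency is the fitted concentration of half-maximal effect; 0% = DMSO-treated cells and -100% = medium-only wells without cells; nearly all actives have a fitted effect of over 30% in size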
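HEK-293-SNCA-luc cells (1500/well) plated 24 h, then exposed 24 h to a dilution series; GF-AFC added 30 min at 37C, fluorescence 405/540 nm; normalised to medium-only and DMSO wells, Hill fit.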
SNCA expr inh = Primary qHTS assay for inhibitors of alpha-synuclein gene (SNCA) expression; HEK-293 SNCA-luciferase knock-in, luminescence, 24 h; actives 0.17% (n = 140,000); AID 1671194, 2021; Potency, µM (titrated, usually from 57.2 µM), for inactives: top-dose activity change, negative = inhibition, usual class: inhibitors;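 note: potency is the fitted concentration of half-maximal effect; plate controls were DMSO cells for no effect and cell-free wells for full effect; nearly all actives have a fitted effect of over 45% in size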
HEK cytotox = Cytotoxic Profiling in HEK 293 Cell Line of Diverse Libraries Using Quantitative High-Throughput Screening; HEK 293 viability, ATP luminescence (CellTiter-Glo), 48-72 h; Potency, µM (top dose mostly 115 µM), inactives show at the top dose activity change, negative = cytotoxicity, actives largely listed as inhibitors; actives 6.6% (n = 94,000); AID 1345083, 2018; note: potency is the fitted concentration of half-maximal effect; nearly all actives have a fitted effect of over 60% in size
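HEK 293 cells at 250 cells/well were exposed to compounds by pintool transfer for 48 or 72 hr at 37 degree Celsius, 5% CO2. Viability was read as ATP-coupled luminescence with CellTiter-Glo after 10 min at room temperature.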
* = called active by the depositor; i = inactive; u = inconclusive; x = not tested or not shown; & = joins results of further samples; [ ] = remark or other dose. Unless noted, calls come from the whole dose curve; as a rule, active = well fitted curve in the direction sought with a large enough effect; inconclusive = small, poorly fitted or top-dose-only effect, or another doubt; inactive = no such curve, though single readings can be large; an effect the other way counts as inactive or inconclusive. Unless noted, % is set by controls: 0 for no effect and ±100 for the full control effect. Not all compounds are listed. The share of hits here may be higher or lower than overall.

structure	NIH3T3 tox	GPT2 inh	IP6K1 inhibitor	Luciferase inh	SNCA viab count	SNCA expr inh	HEK cytotox
Cc1ccc(C2(COC(=O)C(C)C)CO2)c(OC(=O)C(C)C)c1 (configuration not stated)	x	-5.0%[27.3 µM]	-5.4	x	-15.8%	x	x
O=C(Nc1ccccc1)c1nc2c(o1)CCN(Cc1ccc(O)cc1)CC2	-29.6%[138 µM]	0.7%[88.5 µM]	16.5	0.562µM*	-1.6%[87.6 µM]	-21.8%[87.6 µM]	u
COc1ccccc1CNC(=O)CCC1CCCN(S(=O)(=O)c2ccccc2F)C1 (configuration not stated)	u	-25.5%	12.9	0.0%	-4.2%	-5.5%	u
O=C(NC1CCCC1)C1Cn2cccc2C(=O)N1Cc1cccnc1 (configuration not stated)	1.9%	i	-10.6	6.9%	-8.1%	1.7%	i
CNc1nccnc1-c1ccccc1S(=O)(=O)NC(C)(C)C	-22.0%	0.4%	3.7	-26.6%	-0.5%	-4.1%	-16.5%
CCCCN1CCN(C(=O)c2cc(Cl)c(C)c(Cl)c2)CC1=O	-28.0%	2.4%[11.5 µM]	-14.0	-2.9%	4.2%	u	-10.1%
CC(C)N1Cc2cc(C(=O)Nc3cccc4c3CCCC4)sc2C1	u	3.3%	32.0	-1.6%	-11.5%	2.0%	28.2µM*
CC1=C[C@@H](CNC(=O)CC2(CC(=O)O)CCCC2)[C@H](C(C)C)C[C@H]1Cc1nc2ccccc2n1C	u	-1.0%	-4.6	-3.1%	u	-1.5%	u
CNC1=C(c2ccc(F)cc2)C(=O)N(Cc2ccccc2)C1	u	x	-1.3	x	x	x	u
COc1cccc(-c2ccccc2NC(=O)C2CCN(Cc3cc(OC)ccc3O)CC2)c1	u	u	18.9	-25.7%	-30.0%	-29.5%	17.8µM*
O=C(c1ccc(C(F)(F)F)cc1)N1CCC2(CC1)C(=NC1CCCCC1)NC(=O)N2c1cccnc1	u	-5.6%	1.8	x	4.9%	1.1%	i
COc1ccc(C(=O)N2CCCCCNC(=O)[C@@H]3CCCC[C@@H]32)c(OC)n1	-10.3%	i	-9.5	-12.2%	6.0%	-0.1%	-5.9%
CCCCOc1cc(CC2CNC(=O)N2)ccc1OC (configuration not stated)	x	-2.0%	x	x	5.4%	4.4%	x
CC(c1cccs1)N(C)C(=O)Cc1cccc(Cl)c1 (configuration not stated)	-29.2%[138 µM]	i	2.0	7.7%[172 µM]	-11.0%[87.6 µM]	-2.6%[87.6 µM]	u
O=C1CCN(Cc2ccncc2)CCCC(C(=O)NCc2cccnc2)CCN1 (configuration not stated)	i	i	0.9	-6.1%	6.8%	-16.8%	-21.3%
O=C(c1ccc2c(=O)n(CCc3ccccc3)c(=O)[nH]c2c1)N1CCN(c2ccc(Cl)cc2)CC1	x	x	1.5	x	-16.3%	4.7%	x
Cc1noc([C@@H]2CN(C(=O)c3ccncn3)C[C@H]2C(N)=O)n1	-12.2%	i	23.6	0.3%	7.3%	-20.3%	u
CN(C)CCc1c[nH]c2ccc(CS(=O)(=O)N3CCCC3)cc12	x	-3.1%&-10.1%	3.3	x	1.5%	44.0%[activator]	x
CCc1ccccc1NC(=O)CN1C(=O)NC2(CCCCC2)C1=O	-10.7%	i	43.1	5.6%	7.4%	-3.2%	-18.0%
COc1ccc2c(c1)CC(C(=O)Nc1c(C)cc(C)cc1C)CO2 (configuration not stated)	x	x	5.9	x	-14.6%	24.2%	x
COc1ccccc1Cn1c(CNS(=O)(=O)c2c(C)cc(C)cc2C)nc2cccnc21	x	x	7.8	x	u	-23.6%	x
Oc1cccc(-c2cc(-c3cccnc3)c3cncn3c2)c1	25.1µM*	2.8%[88.5 µM]	-8.8	u	-8.4%[87.6 µM]	u	56.2µM*
CC(C)NC(=O)C1CCc2nnc(CNC(=O)c3ccccc3)n21 (configuration not stated)	i	-14.1%	12.0	x	-0.8%	9.1%	i
COc1ccccc1CN1CCNc2cc(Nc3ccccc3)ncc2C1	35.5µM*	i	-8.8	u	u	u	35.5µM*
O=C(NCC(F)(F)F)C1CCCN1c1nccc(Nc2ccccc2F)n1 (configuration not stated)	-20.3%	i	1.4	x	-16.2%[12.5 µM]	22.6%	u
O=C(C[C@@H]1CCNC[C@@H]1Cc1cc(COc2ccccc2)on1)N1CCC(n2c(=O)[nH]c3ccccc32)CC1	-1.3%	-7.6%	8.2	0.0%	-4.7%	13.1%	-6.7%
O=C(Cc1c[nH]c2ncc(-c3cccnc3)cc12)Nc1ccc(C(F)(F)F)cc1	u	u	-9.2	10.3%[172 µM]	-22.3%[87.6 µM]	u	u
COCCN1C(=O)c2cccn2CC1CNC(=O)c1ccc(OC)cc1 (configuration not stated)	-3.1%	i	15.7	9.0%	-13.3%	6.6%	-5.0%
COc1cc(NC(=O)O[C@@H]2CC[C@]3(C)C(CC[C@@H](O)[C@H]3CC(=O)N3CCCC3)[C@]2(C)CO)cc(OC)c1 (some centres not stated)	0.9%	-14.4%	-5.3	-2.2%	0.4%	-28.7%	4.6%
CC(=O)Nc1ccc(S(=O)(=O)NCCc2csc3nc(-c4ccc(Cl)cc4)nn23)cc1	x	x	11.6	x	u	-28.4%	x
Cc1ccc(C2Cn3nnc(C(=O)N4CCN(C(=O)c5cccs5)CC4)c3CO2)cc1 (configuration not stated)	u	i	-20.1	-18.3%	2.9%	29.4%	-29.5%
CO[C@H]1C(=O)N(C2CCN(C(=O)NCc3ccccc3)CC2)[C@H]1c1ccncc1	-8.6%	-29.4%	25.0	7.9%	4.8%	-17.8%	i
O=C(Cn1nc2c(cc1=O)CCCC2)NC1CCCc2c1[nH]c1c(Cl)cccc21 (configuration not stated)	-11.9%	3.8%	-3.1	16.5%	-15.7%	u	u
CCCCN(CC)CCCNC(=O)c1cn(CC)c2ccc(S(=O)(=O)N3CCc4ccccc4C3)cc2c1=O	x	x	-17.7	x	-1.6%	u	x
COc1ccc(C(=O)NCc2ccc3c(c2)CCN3C(C)=O)cc1OC	x	x	9.9	x	-5.9%	-6.6%	x
Cc1ccccc1C(=O)N1CCC(N2C(=O)c3c(c(C)nn3-c3ccccc3)C2C(C)C)C1 (configuration not stated)	u	x	-2.3	x	x	x	39.8µM*
COc1ccccc1Nc1ncc2c(n1)CN(C(=O)Cc1cccc(F)c1)CCN2	u	i	-6.7	5.3%[172 µM]	-2.5%[87.6 µM]	-26.2%[87.6 µM]	u
COc1ccc(CN2CCN(c3ncnc4sc5c(c34)CCCC5)CC2)cc1F	x	x	-11.2	x	-3.9%	u	x
O=c1oc2ccc3ccccc3c2cc1-c1nnc(Nc2ccc(Cl)cc2Cl)s1	x	x	33.4	x	-2.7%	28.7%	x
COc1cc(F)ccc1-c1cc(C(=O)NCc2c(C)cc(C)[nH]c2=O)c2c(c1)ncn2C	25.1µM*	-4.2%[88.5 µM]	-1.3	u	-16.3%[87.6 µM]	u	u
COc1cc(CNC(=O)c2ccc3nc(Cc4ccccc4)oc3c2)cc(OC)c1OC	x	x	48.1	x	-20.8%	-3.4%	x
Cc1ccc(CCNC(=O)C2CCN(c3nnc(C)c4c(C)n(-c5ccccc5)nc34)CC2)cc1	x	x	11.0	x	15.6%	26.1%	x
CC(C)=CCC[C@](C)(O[C@@H]1O[C@H](CO[C@@H]2O[C@@H](CO)[C@H](O)[C@H]2O)[C@@H](O)[C@H](O)[C@H]1O)[C@H]1CC[C@]2(C)[C@@H]1[C@H](O)C[C@@H]1[C@@]3(C)CC[C@H](O[C@@H]4O[C@H](CO)[C@@H](O)[C@H](O)[C@H]4O[C@@H]4O[C@H](CO)[C@@H](O)[C@H](O)[C@H]4O)C(C)(C)[C@@H]3CC[C@]12C	x	i	4.5	x	-8.6%[23.9 µM]	x	x
CCCCOc1ccc(C(=O)Nc2sc3c(c2C(=O)OCC)CCCCC3)cc1	x	x	14.3	x	2.8%	13.3%	x
Cc1ccc(NC(=O)c2cccc(N3CCCS3(=O)=O)c2)cc1C	x	x	42.4	x	-4.0%	164.5%[activator]	x
Cc1ccc(C(=O)N2CCCC2C(=O)N2CCC(N3Cc4ccccc4C3=O)CC2)cc1 (configuration not stated)	-28.8%	i	-11.4	x	u	-14.7%	u
Cn1ncc2c(C(=O)N3CCC(C#N)CC3)cc(-c3cc(Cl)cc(Cl)c3)nc21	-25.1%	-27.2%	-0.7	x	-6.7%	5.2%	-16.0%
CC1(COc2ccc3[nH]ccc3c2)COc2ccc(C(=O)NCC3CCOCC3)cc2N1 (configuration not stated)	-16.6%[138 µM]	-9.5%[88.5 µM]	-5.8	-3.1%[172 µM]	1.1%[87.6 µM]	-17.7%[87.6 µM]	u

Part of the list above, with two lines to a compound.
Order of values: NIH3T3 tox | GPT2 inh | IP6K1 inhibitor | Luciferase inh | SNCA viab count | SNCA expr inh | HEK cytotox
COc1ccccc1Nc1ncc2c(n1)CN(C(=O)Cc1cccc(F)c1)CCN2
 : u | i | -6.7 | 5.3%[172 µM] | -2.5%[87.6 µM] | -26.2%[87.6 µM] | u
COc1ccc(CN2CCN(c3ncnc4sc5c(c34)CCCC5)CC2)cc1F
 : x | x | -11.2 | x | -3.9% | u | x

Further compounds
structure	NIH3T3 tox	GPT2 inh	IP6K1 inhibitor	Luciferase inh	SNCA viab count	SNCA expr inh	HEK cytotox
Cc1ccc(C(=O)NC2CCN(c3nccc(Nc4ccccc4F)n3)CC2)cc1	u	1.4%	7.2	x	-0.9%[12.5 µM]	-4.7%	22.4µM*
CCOC(=O)c1ccc(O)cc1	x	i	6.3	x	4.8%[23.9 µM]	15.3%[25.6 µM]	x
CCC1CN(C(=O)c2ccc(-c3ccsc3)nc2)CCN1C(C)C (configuration not stated)	i	-5.9%	7.6	3.7%	-1.6%	-3.7%	-3.7%
CSCC(=O)N[C@H]1CCN2C(=O)c3cc(/C=C/c4ccccc4)ccc3NC(=O)[C@H]12	-25.7%[174 µM]	-16.0%[88.5 µM]	3.1	11.2µM*	-5.3%[87.6 µM]	15.2%[87.6 µM]	u
COC[C@@H]1[C@H](NC(=O)c2nc(-c3ccccc3)[nH]c2C)[C@@H]2CCO[C@H]12	-7.0%	0.7%	-5.7	-0.5%	1.5%	4.3%	3.7%
COc1ccc(C(=O)N2CC[C@H](c3nc4ccccc4n3C)C2)cc1OC	-7.9%[174 µM]	-2.0%[88.5 µM]	4.9	-1.9%[172 µM]	-7.3%[87.6 µM]	2.9%[87.6 µM]	-14.0%[172 µM]
